From PubChem BioAssay
Pin1 inhibitor: qHTS Assay to Find Inhibitors of Pin1; AID 504891, 2011; 0.009% of 390,000 active; Potency, µM (highest dose often 115 µM), for the others: at the top dose activity, negative = inhibition, actives largely listed as inhibitors; Peptidyl-prolyl cis-trans isomerase NIMA-interacting 1 (Homo sapiens), Q13526; Pin1 FP peptide displacement, HiFluor488, 10 min; active = well fitted inhibition curve with a large enough effect in the polarisation, with a control signal flat, not every such curve was filed as active; inconclusive = small, poorly fitted or top-dose-only effect, or effect the other way, or a change in a side signal; inactive = no such curve, though single readings can be large or run the other way; the % refers to the polarisation; also: potency is read from the fitted curve at half-maximal effect; % is scaled to controls: 0 for no effect and ±100 for the full control effect
Target sequence (Q13526 whole entry, looked up): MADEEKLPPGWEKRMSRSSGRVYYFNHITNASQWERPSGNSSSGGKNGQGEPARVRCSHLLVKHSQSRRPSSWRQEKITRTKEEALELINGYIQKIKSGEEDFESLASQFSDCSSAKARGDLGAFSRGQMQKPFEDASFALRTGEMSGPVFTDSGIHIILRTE
G9a inh: qHTS Assay for Inhibitors of Histone Lysine Methyltransferase G9a. Potency, µM (doses to about 102 µM), without a hit: at the highest dose activity, negative = inhibition, actives largely listed as inhibitors. Histone-lysine N-methyltransferase EHMT2 (Homo sapiens), Q96KQ7. 8.8% of 350,000 active. G9a H3K9 monomethylation, AlphaScreen, 2 h; also: potency is read from the fitted curve at half-maximal effect; % is scaled to controls: 0 for no effect and ±100 for the full control effect; nearly all actives have a fitted effect of over 75% in size
Target sequence (Q96KQ7 913-1193 limits assumed): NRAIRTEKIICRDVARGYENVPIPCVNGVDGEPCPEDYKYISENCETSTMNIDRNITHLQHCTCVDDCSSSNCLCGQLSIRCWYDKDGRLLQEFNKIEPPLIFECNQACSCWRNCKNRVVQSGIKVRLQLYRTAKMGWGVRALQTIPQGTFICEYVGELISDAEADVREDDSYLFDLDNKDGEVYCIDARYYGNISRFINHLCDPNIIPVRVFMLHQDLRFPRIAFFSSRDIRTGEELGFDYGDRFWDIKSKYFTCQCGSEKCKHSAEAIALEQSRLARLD
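Chemiluminescent proximity detection of H3K9 monomethylation, read after 10 min bead incubation in the dark. Reaction: 20 nM G9a, 500 nM biotin-H3K9 peptide, 20 uM SAM cofactor, 2 h, room temperature, following 15 min enzyme-compound preincubation.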
PI4K2A inh: qHTS for small molecular inhibitors of PI4K2A; Phosphatidylinositol 4-kinase type 2-alpha (Homo sapiens), Q9BTU6; purified PI4K2A, ADP-Glo luminescence, 1 h; hits give low values; activity change, negative = inhibition, % at 76.9 µM; 0.13% of 420,000 active; AID 1346378, 2018; in the data active = activity change below about -50%; inconclusive = mostly about -30% to -49%;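 also: -100% = wells without enzyme as full effect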
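Compounds are screened against recombinant PI4K2A using PI as substrate and ATP, the latter dispensed at 300 microM. Reactions run one hour at ambient temperature before ADP-Glo detection; full inhibition defined by wells lacking enzyme.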
POLH inh: qHTS for Inhibitors of Polymerase Eta | recombinant Pol eta, fluorescent DNA replication assay | 1.2% of 390,000 active | Potency, µM (top dose mostly 114 µM), for the others: top-dose activity change, negative = inhibition, usual class: inhibitors; also: potency is read from the fitted curve at half-maximal effect; % is scaled to controls: 0 for no effect and ±100 for the full control effect
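Pol eta (10 nM) was preincubated with compounds for 15 min at room temperature, after which fluorescent replication substrate (50 nM final) was added to start the reaction. Fluorescence was read kinetically at 0 and 10 min.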
PGK inhibitor: qHTS Assay to Find Inhibitors of Phosphoglycerate Kinase | 0.043% of 380,000 active | Potency, µM (top dose mostly 57.5 µM), without a hit: top-dose activity change, negative = inhibition, most hits filed as inhibitors | AID 602233, 2012 | PGK/GAPDH coupled, Kinase-Glo luminescence, 60 min; also: potency is read from the fitted curve at half-maximal effect; % is scaled to controls: 0 for no effect and ±100 for the full control effect; nearly all actives have a fitted effect of over 60% in size
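Luminescent ATP detection (Kinase-Glo Plus) follows a 60-minute room-temperature incubation, with wells lacking PGK as controls. Buffer: 100 mM TEA (pH 7.6), 5 mM MgCl2, 0.01% Tween-20. Coupling enzyme GAPDH (100 nM final) supplies unstable 1,3-BPG in-well.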
JMJD2A Tudor inh: qHTS Assay for Inhibitors of JMJD2A-Tudor Domain. Lysine-specific demethylase 4A (Homo sapiens), O75164. AlphaScreen JMJD2A-Tudor / H3K4me3 peptide binding. Potency, µM (highest dose often 114 µM), inactives show at the highest dose activity change, negative = inhibition, most hits filed as inhibitors. 4.4% of 390,000 active. AID 504339, 2011; also: potency is read from the fitted curve at half-maximal effect; % is scaled to controls: 0 for no effect and ±100 for the full control effect; nearly all actives have a fitted effect of over 50% in size
GLS inh: qHTS for Inhibitors of Glutaminase (GLS) | Glutaminase kidney isoform, mitochondrial (Homo sapiens), O94925 | 0.21% of 410,000 active | Potency, µM (titrated, usually from 45.5 µM), inactives show top-dose activity change, negative = inhibition, actives largely listed as inhibitors | GLS enzymatic activity, qHTS titration; also: potency is read from the fitted curve at half-maximal effect; % is scaled to controls: 0 for no effect and ±100 for the full control effect
Target sequence (O94925 whole entry, looked up, canonical isoform): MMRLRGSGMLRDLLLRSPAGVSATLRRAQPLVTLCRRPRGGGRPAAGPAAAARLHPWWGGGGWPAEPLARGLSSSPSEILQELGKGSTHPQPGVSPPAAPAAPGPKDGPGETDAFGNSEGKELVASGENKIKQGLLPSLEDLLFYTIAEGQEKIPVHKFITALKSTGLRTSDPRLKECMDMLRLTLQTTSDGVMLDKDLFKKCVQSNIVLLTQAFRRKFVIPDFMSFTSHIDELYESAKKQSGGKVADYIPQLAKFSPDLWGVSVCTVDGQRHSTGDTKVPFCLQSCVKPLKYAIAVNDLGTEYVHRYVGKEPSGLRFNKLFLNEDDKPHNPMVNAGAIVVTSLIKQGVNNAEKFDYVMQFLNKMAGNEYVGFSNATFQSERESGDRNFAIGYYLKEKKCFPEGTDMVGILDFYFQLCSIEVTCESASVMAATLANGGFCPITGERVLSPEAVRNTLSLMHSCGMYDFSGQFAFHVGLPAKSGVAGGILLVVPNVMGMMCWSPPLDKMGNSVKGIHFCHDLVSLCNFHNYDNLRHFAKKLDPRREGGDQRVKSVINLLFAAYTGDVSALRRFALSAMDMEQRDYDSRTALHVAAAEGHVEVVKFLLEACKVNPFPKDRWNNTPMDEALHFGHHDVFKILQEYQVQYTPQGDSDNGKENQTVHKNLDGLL
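Two-point fluorescence kinetic (t0, 30 min RT) for hKGA; glutamate detected via glutamate oxidase–HRP–Amplex Red. Substrate: 1 mM L-glutamine solution; buffer 45 mM KH2PO4, pH 8.2.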
HP1b chromo inh: HTS for Inhibitors of HP1-beta Chromodomain Interactions with Methylated Histone Tails; Chromobox protein homolog 1 (Homo sapiens), P83916; AlphaScreen HP1-beta / biotin-H3K9me3 peptide binding; Potency, µM (top dose mostly 114 µM), for inactives: at the top dose activity change, negative = inhibition, usual class: inhibitors; 0.56% of 390,000 active; AID 540317, 2011; also: potency is read from the fitted curve at half-maximal effect; nearly all actives have a fitted effect of over 70% in size; inactives centre near 23
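HP1-beta protein (50 nM final) preincubated 30 min at room temperature with biotinylated H3(1-18)K9me3 peptide (50 nM) in PBS pH 7.4, 0.01% Tween-20, then compound added for 30 min. AlphaScreen streptavidin donor/nickel chelate acceptor beads (10 ug/mL final), 30 min dark, luminescence read.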
BAZ2B block: qHTS Assay for Inhibitors of BAZ2B | AID 504333, 2011 | AlphaScreen BAZ2B-H3K14Ac peptide displacement | Bromodomain adjacent to zinc finger domain protein 2B (Homo sapiens), Q9UIF8 | 4.4% of 360,000 active | Potency, µM (top dose mostly 114 µM), without a hit: at the top dose activity change, negative = inhibition, actives largely listed as inhibitors; also: potency is read from the fitted curve at half-maximal effect; % is scaled to controls: 0 for no effect and ±100 for the full control effect; nearly all actives have a fitted effect of over 60% in size
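Inhibition is scored as reduced AlphaScreen emission. The BAZ2B/b-H3(5-23)K14Ac complex (50 nM each) in PBS pH 7.4, 0.01% Tween-20 meets compound (up to 110 uM) for 30 min at RT before bead addition.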
* marks the source's active call; other numbers are inactive results; i = inactive; ? = inconclusive; . = no result given; [ ] = remark or other dose. Unless noted, calls follow the shape of the dose curve; as a rule, active = well fitted curve in the direction sought with a large enough effect; inconclusive = small, poorly fitted or top-dose-only effect, or another doubt; inactive = no such curve, though single readings can be large; an effect the other way counts as inactive or inconclusive. A portion of the library; count on the stated rates, not on these rows.

Values in the order: Pin1 inhibitor, G9a inh, PI4K2A inh, POLH inh, PGK inhibitor, JMJD2A Tudor inh, GLS inh, HP1b chromo inh, BAZ2B block
- Cc1cccc(-c2nsc(SCC(=O)NCc3ccco3)n2)c1
    -6%, 32µM*, -3, -1%, i, -22%, -1%, -14%, -9%
- O=C(NCc1cccc(Cl)c1)C1CCN(c2nnc(N3CCCC3=O)s2)CC1
    3%, 37%, 4, -11%, i, 5%, -9%, 36%, 3%
- COC(=O)c1ccccc1CC1Cc2cc3c(cc2C1=O)CCC3 (centres undefined)
    3%, ., -4, -14%, -15%, 62%[activator], 2%, 101%[activator], .
- C=CC(=O)Nc1ccc(Nc2ccnc(Nc3ccc(N4CCN(C)CC4)cc3)n2)cc1
    ?, ., -9, ?, 12%, 32µM*, 38%[activator], 45µM*, .
- CC1CCCCN1CCCNC(=O)Cn1c(=O)c2cccn2c2ccccc21 (centres undefined)
    0%, 43%, 2, -13%, 0%, -6%, -14%, 44%, 1%
- CC(C)CNC(=O)CN(C1CCCCC1)S(C)(=O)=O
    -1%, -1%[12.7 µM], 1, -1%, ., -2%, -5%, 30%, 8%
- Cc1ccc(C)c(OCc2nc3ccccc3[nH]2)c1
    -5%, 1%, 3, -12%, 1%, -1%, -10%, 38%, 1%
- Cc1ccc(NC2c3ncccc3C(=O)N2c2ccccc2C)cc1C (centres undefined)
    1%, ?, -8, -9%, -2%, 11µM*, ?, -25%, 20µM*
- COc1cc(NC(=O)COc2ccc(-n3cnnn3)cc2)c(OC)cc1Cl
    ?, 8%[12.7 µM], -10, -4%, 1%, -14%, 8%, 5%, 14%
- C#CCOCCOCCOCCNc1nc(N2CCN(C(=O)CCCCCCCCCCNC(=O)[C@H](CCCCN)n3cc(C)nn3)CC2)nc(N2CCN(C(=O)CCCCCCCCCCNC(=O)[C@H](CCCN=C(N)N)n3cc(C[C@@H](C)CC)nn3)CC2)n1
    ?, -7%[2.33 µM], -2, ?, 12%, 56µM*, ?, ?, ?
- COc1cc(C(=O)NCCc2ccc(F)cc2)c([N+](=O)[O-])cc1OC
    0%, 14%[59 µM], 4, -10%, i, -31%[57.1 µM], 5%, ?, 2%
- Cc1ccc(C2/C(=C(/O)c3cnn(-c4ccccc4)c3C)C(=O)C(=O)N2CCN2CCOCC2)o1 (centres undefined)
    5%, ?, -8, 4%, -5%, ?, 4%, 14%, 79µM*
- Cc1cccc(C(=O)Nc2ccccc2C(=O)OCC(=O)Nc2ccc(C#N)cc2)c1
    14%, 22%[59 µM], 3, -18%, i, 6%, 1%, 45%[activator], 7%
- CCc1nnc(NC(=O)CSc2nc3c([nH]c4ccccc43)c(=O)n2CCOC)s1
    0%, 26%, -2, -30%, 3%, -1%, 9%, 26%, -11%
- COc1ccc(CNC(=O)CSc2nnc(Cn3nnc4ccccc43)n2C)cc1
    -13%, 24%[2.33 µM], -4, -3%, -6%, -15%, 16%, 42%[activator], -4%
- C[N+](C)(C)CCCN(Cc1ccc2c(c1)OCO2)C(=O)NC1CCCCC1
    5%, 50µM*, -6, -3%, -4%, ?, -4%, 4%, -30%
- CCOc1ccc2[nH]c(C)c(CN(C)C)c(=O)c2c1
    -6%, 1%, -3, 6%, 6%[11.5 µM], -6%, 4%, 31%, 5%
- C=CCSC1=C(C#N)C(c2ccccc2OCC)C(C#N)C(=O)N1 (centres undefined)
    -3%, 45µM*, -1, -10%, -1%, -31%, 37%[activator], -13%, -12%
- Cc1ccc(NC(=O)C(=O)NCc2ccc(/C=C(/C#N)C(=O)NCc3cccnc3)o2)cc1
    25%, -35%, -6, -6%, 10%, 1%, -2%, 29%, -31%
- CCOc1ccc(NC(=O)CN(C)C(=O)c2cccc(S(=O)(=O)N3CCCC3)c2)cc1OCC
    -3%, -27%, -3, -18%, i, -23%, -1%, 20%, 1%
- COc1cccc(C(=O)N/N=C(\C)CC(=O)Nc2ccc(N(C)C)cc2)c1
    3%, ., -4, 1%, -1%, -28%, ?, 18%, 56µM*
- COc1ccc(-c2nc3sc(CCNS(=O)(=O)c4ccccc4)c(C)n3n2)cc1
    -5%, 7%[59 µM], 6, -9%, -2%, -8%, -3%, -10%, -3%
- Nc1ccc(CCc2ccc(N)cc2)cc1
    -2%, ., -1, -10%, -10%, -26%, 1%, -24%, .
- O=C(CCS(=O)(=O)c1ccccc1)Nc1ccccc1N1CCOCC1
    0%, 22%[59 µM], 5, 3%, 0%, -13%, -4%, 16%, -20%
- O=C(CSc1ncn[nH]1)N1N=C2/C(=C\c3ccco3)CCCC2C1c1ccco1 (centres undefined)
    -3%, ., 9, -1%, 8%, -32%, -2%, -7%, .
- O=C(N/N=C1/CCCc2ccccc21)C(c1ccccc1)c1ccccc1
    2%, 2%, -3, 1%, i, -9%, 1%, 20%, -4%
- Cc1cc(C)c2c(N)c(C(=O)Nc3ncc(C)s3)sc2n1
    ?, -12%[59 µM], 0, -16%, -9%, -9%[11.4 µM], -11%, 143%[activator], 8%
- O=C(NCCCc1ccccc1)c1cccc(NC(=O)C2CC2)c1
    -1%, ., 5, -9%, -4%, -27%, -2%, 17%, .
- CCCn1c(N)c(C(=O)CN(C)CC(=O)Nc2c(Cl)cccc2Cl)c(=O)[nH]c1=O
    -2%, ?, 2, -19%, -4%, -9%, 8%, 29%, 0%
- N#CC(c1ccc(Cl)nn1)c1ccc(Cl)cc1Cl (centres undefined)
    -5%, -38%[2.33 µM], 6, -17%, -5%, -13%, 4%, 25%, -2%
- O=[N+]([O-])c1ccc2[nH]c3nc4ccccc4nc3c2c1
    3%, 59%[activator], -2, -17%, -3%, -3%, -1%, 20%, 10%
- CCC(C)c1ccc2oc(-c3ccc(NC(=O)Cn4cnc5c(=O)n(C)c(=O)n(C)c54)cc3)nc2c1 (centres undefined)
    -8%, -9%[59 µM], 0, -13%, -5%, -21%[57.1 µM], 2%, 52%[activator], -4%
- CC(C)C1N(C(=O)CN2CCCC2)CCN1S(=O)(=O)c1ccccc1 (centres undefined)
    8%, 19%[12.7 µM], 2, -7%, -2%, -8%, 4%, 16%, -4%
- O=c1cc(O)c(-c2ccc(Cl)c(Cl)c2)c(Cl)[nH]1
    9%, -51%, -1, -5%, -2%, -7%, 18%, 29%, -7%
- CCCSc1nnc(Nc2ccccc2C)s1
    -4%, 90%[activator][59 µM], -2, -8%, -4%, 1%, -8%, 37%[activator], -5%
- COCCNC(=O)c1c(CS(=O)(=O)c2ccccc2)noc1C(=O)NCc1ccccc1
    -4%, -6%[2.33 µM], 5, -17%, -3%, -7%, -7%, 50%[activator], ?
- C/C(=N/NC(=O)CN(c1ccccc1)S(=O)(=O)c1ccccc1)c1ccccc1O
    15%, ., -3, -10%, -6%, ?, 2%, 41%[activator], 13µM*
- COc1cccc(N=CC=C2OC(C)(C)C(C)(C)O2)c1
    0%, 35µM*, 2, 8%, -9%, -20%, 5%, 38%, 1%
- COC(=O)Nc1nnc(CCc2ccccc2)s1
    -4%, 19%[59 µM], 7, -11%, 3%, -5%, -1%, 37%, -3%
- O=C(Cn1cnc2c(NCc3ccccc3)ncnc21)NCc1ccc2[nH]ccc2c1
    16%, ., -5, -4%, 2%, -12%, -3%, 22%, .
- COc1ccccc1C(=O)Nc1ccc2oc(-c3ccc(F)cc3)nc2c1
    29%, -6%[12.7 µM], 1, -18%, -2%, -30%, -16%, 23%, -6%
- Cc1sc2ncnc(Sc3ccccc3C(=O)O)c2c1C
    -13%, -15%[59 µM], 1, -7%, -7%, -5%, 5%, 9%, -9%
- CC(C)(C)CC(=O)NC(=S)N1CCCCCC1
    -4%, -3%, 6, -7%, -2%, 3%, 14%, 29%, -2%
- CCCn1c(SCC(=O)Nc2ccccc2N2CCCCC2)nc2c1c(=O)n(C)c(=O)n2C
    7%, 21%[59 µM], -5, -9%, -3%, -22%, -21%, 2%, 1%
- COc1cccc(C2Nc3cccc4cccc(c34)N2)c1
    3%, 20µM*, -2, -8%, 2%, ?, 27%, -20%, 35µM*
- Cc1c(NC(=O)c2ccc(F)c(S(=O)(=O)N3CCOCC3)c2)c(=O)n(-c2ccccc2)n1C
    6%, -33%, 1, -11%, 0%, 10%, -10%, 18%, 2%
- CCCOc1ccc(NC(=O)CC2C(=O)N(c3ccc(C)cc3)C(=O)N2CCc2ccncc2)cc1 (centres undefined)
    -9%, -4%[59 µM], -3, -2%, -5%, -11%, -5%, 29%, -20%
- COc1ccc(C2(C)NC(=O)N(CC(=O)Nc3cccnc3Cl)C2=O)cc1 (centres undefined)
    3%, 66%[activator], -2, -13%, -5%, -21%, 1%, 48%[activator], 0%
- CN(C)c1cccc(C(=O)Nc2ccc3nc4n(c(=O)c3c2)CCCCC4)c1
    ., 45µM*, -3, -14%, i, ?, 2%, -7%, ?
- CCc1nnc(NC(=O)CSc2nc3ccccc3o2)s1
    5%, 14%[59 µM], -5, -5%, i, 16%, 1%, 28%, -28%
- Cc1cccc2[nH]c(SCC(=O)O)nc12
    -21%, 1%, 6, -23%, 3%, 6%, 5%, 44%[activator], -17%
